# Bioassay records: PubChem BioAssay, several laboratories
# 14-3-3 Bad inh: inhibitors of 14-3-3 zeta/Bad binding, primary screen, biochemical, TR-FRET, bovine 14-3-3 zeta. 14-3-3 protein zeta/delta (Bos taurus), P63103. inhibition, % at 21.7 µM. 0.71% of 220,000 active. TR-FRET 14-3-3zeta/Dy647-pBad peptide displacement, 1 h;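 active = inhibition above about 70%, limit read from the data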;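 also: 0% = full 14-3-3 plus peptide FRET controls and 100% = background without 14-3-3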
# Target sequence (P63103 whole entry, looked up): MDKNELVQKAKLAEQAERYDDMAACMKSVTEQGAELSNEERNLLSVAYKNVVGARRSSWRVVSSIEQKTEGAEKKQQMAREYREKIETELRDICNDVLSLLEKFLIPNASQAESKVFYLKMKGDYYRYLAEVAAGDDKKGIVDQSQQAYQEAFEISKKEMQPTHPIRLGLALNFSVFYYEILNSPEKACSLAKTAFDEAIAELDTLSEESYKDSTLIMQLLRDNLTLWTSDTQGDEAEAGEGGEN
# Runt-CBFb FRET: inhibitors of RUNX1 Runt–CBFb binding, primary screen, biochemical, FRET, Cerulean-Runt, Venus-CBFb, uHTS; Cerulean-Runt/Venus-CBFb FRET ratio 530/480, 1 h; inhibition, % at 20 µM; 0.46% of 220,000 active; AID 1496, 2009;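 active = inhibition over about 50% at 20 µM in the single-dose screen, limit read from the data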;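 also: 0% = DMSO wells and 100% = excess unlabeled CBFb competitor control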
#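 Reagent – Venus-CBFb binding partner, 100 nM · Assay system – Cerulean-tagged RUNX1 Runt domain (FRET donor) fusion protein · Input – 100 nM per protein · Incubation – two 1 h room-temperature incubations shielded from light · Measured by – FRET fluorescence · Medium – Tris buffer pH 7.5 with salts and BSA · Benchmarks – unlabeled CBFb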
# FXIa inh: human FXIa protease inhibitors, primary screen, biochemical, 1536-well; AID 798, 2007; inhibition, % at 5 µM; purified FXIa, Boc-Glu-Ala-Arg-AMC fluorogenic substrate; Coagulation factor XI (Homo sapiens), P03951; 0.14% of 220,000 active;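 active = inhibition of at least 40%; inactive = inhibition below 40%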;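 also: fluorescence of freed AMC excited at 355 nm; 0% = enzyme without compound and 100% = no enzyme blank; many of its hits are not listed in these tables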
# FXIIa inh: human FXIIa protease inhibitors, primary screen, biochemical, 1536-well. Coagulation factor XII (Homo sapiens), P00748. purified FXIIa, Boc-QGR-AMC fluorogenic substrate, 2 h. inhibition, % at 5 µM. 0.3% of 220,000 active; in the data active = inhibition above about 40%;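 also: 0% = enzyme with no compound and 100% = blank without enzyme; many of its hits are not listed in these tables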
# Target sequence (P00748 20-372 limits assumed): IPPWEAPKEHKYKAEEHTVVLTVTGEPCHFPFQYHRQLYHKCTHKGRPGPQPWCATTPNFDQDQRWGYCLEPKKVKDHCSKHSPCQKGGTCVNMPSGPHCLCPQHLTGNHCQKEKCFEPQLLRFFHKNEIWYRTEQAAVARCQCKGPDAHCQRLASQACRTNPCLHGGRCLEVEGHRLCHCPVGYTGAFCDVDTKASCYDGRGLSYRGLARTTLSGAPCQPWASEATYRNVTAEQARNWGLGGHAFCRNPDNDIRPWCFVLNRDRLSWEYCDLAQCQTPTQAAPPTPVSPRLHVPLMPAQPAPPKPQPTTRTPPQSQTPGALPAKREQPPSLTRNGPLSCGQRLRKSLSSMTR
# Target sequence (P00748 373-615 limits assumed): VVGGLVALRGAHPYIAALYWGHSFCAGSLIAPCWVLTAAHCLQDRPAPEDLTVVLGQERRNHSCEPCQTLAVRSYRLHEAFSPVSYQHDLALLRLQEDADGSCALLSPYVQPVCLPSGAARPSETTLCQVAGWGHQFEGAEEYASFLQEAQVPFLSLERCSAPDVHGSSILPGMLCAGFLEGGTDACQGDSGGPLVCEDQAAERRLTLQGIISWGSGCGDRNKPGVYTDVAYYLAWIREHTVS
# Wee1 degr inh: Wee1 degradation inhibitors, primary screen, cell-based, HeLa, Wee1K328M-luciferase, luminescence. Wee1-like protein kinase (Homo sapiens), P30291. HeLa Luc-Wee1K328M stability; 100% = proteasome inhibitor MG132 effect. reporter increase, % at 5 µM. 1.2% of 220,000 active;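 active = activation above the mean of all tested compounds plus 3 SD, set per screening run, cut at about 8.8% in these data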;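 also: cells exposed to compound for 20 h before luminescence read; 0% = DMSO alone and 100% = MG132 at 30 µM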
# Thrombin inh: human alpha-thrombin inhibitors, primary screen, counter-screen for coagulation protease inhibitor project, biochemical, 1536-well, fluorogenic AMC substrate | Prothrombin (Homo sapiens), P00734 | Boc-VPR-AMC fluorogenic substrate cleavage | inhibition, % at 5 µM | 0.26% of 220,000 active | AID 1046, 2008;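 active = inhibition at or above 40%; inactive = inhibition below 40%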;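 also: 0% = enzyme with no compound and 100% = wells without enzyme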
#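 signal = AMC fluorescence, 355/460 nm | material = human alpha-thrombin enzyme | control set = enzyme without compound as high, wells lacking enzyme as low | times = reaction at room temperature | read-out basis = percent inhibition scaled between no-compound controls and no-enzyme blanks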
# Runt-SMMHC FRET: inhibitors of RUNX1 Runt–CBFb-SMMHC binding, primary screen, biochemical, FRET, Cerulean-Runt, Venus-CBFb-SMMHC, uHTS; Runt-related transcription factor 1 (Homo sapiens) + Core-binding factor subunit beta …; Cerulean-Runt/Venus-CBFb-SMMHC FRET ratio 530/480, 1 h; 0.74% of 220,000 active; inhibition, % at 20 µM;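 active = mean inhibition across duplicate retests at 20 µM reaching about 50%, limit read from the data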;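 also: 0% = DMSO wells and 100% = wells with excess untagged CBFb-SMMHC; inhibitors lower the FRET ratio by blocking Runt binding to CBFb-SMMHC; some results filed as inactive read as strong as hits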
# hK5 inh: human KLK5 protease inhibitors, primary screen, biochemical, 1536-well; recombinant hK5, fluorogenic AMC substrate cleavage; inhibition, % at 5 µM; 0.59% of 210,000 active; AID 873, 2007;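 active = inhibition of 40% or more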;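 also: 0% = enzyme controls without compound and 100% = no-enzyme blanks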
# Target sequence (Q9Y337 67-293 limits assumed): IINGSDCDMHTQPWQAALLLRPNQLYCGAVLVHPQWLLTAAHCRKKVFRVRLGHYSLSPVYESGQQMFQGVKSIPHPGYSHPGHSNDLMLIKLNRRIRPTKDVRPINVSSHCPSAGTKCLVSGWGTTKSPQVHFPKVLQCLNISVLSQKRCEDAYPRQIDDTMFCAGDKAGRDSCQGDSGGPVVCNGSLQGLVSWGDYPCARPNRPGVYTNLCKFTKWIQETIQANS
# Hck-Nef inh: inhibitors of Nef-activated human Hck kinase, primary screen, biochemical, Z-Lyte FRET, 384-well, Hck-YEEI; inhibition, % at 20 µM; Recombinant Hck-YEEI plus Nef, Z-Lyte FRET kinase assay; Tyrosine-protein kinase HCK (Homo sapiens), P08631; AID 463187, 2010; 0.68% of 220,000 active;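 active = Hck-Nef kinase inhibition above about 50%, limit read from the data; inactive = inhibition below that limit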;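 also: 0% = DMSO with Hck plus Nef and 100% = Hck alone without Nef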
# Numbers without * were called inactive; / = no result given; [ ] = remark or other dose.
no.	smiles	14-3-3 Bad inh	Runt-CBFb FRET	FXIa inh	FXIIa inh	Wee1 degr inh
1	CCC(=O)Nc1cccc(NC(=O)CSc2nnc(C3CC3)n2C)c1	-5.5[fluorescence artefact?]	0.9	8.7	22.0	0.3
2	CN(CC(=O)NCCC1=CCCCC1)S(=O)(=O)c1ccc2c(c1)c(=O)n(C)c(=O)n2C	-18.1	0.7	-0.6	16.9	0.1
3	CC(Oc1ccccc1)C(=O)Nc1oc(-c2ccco2)c(-c2ccco2)c1C#N (centres undefined)	-19.5	14.7	6.1	15.4	-0.5
4	COc1ccccc1-c1nnc(NC(=O)C(C)Sc2nncn2C)s1 (centres undefined)	21.0	-0.6	0.9	10.3	0.9
5	C[C@@H]1CC[C@@]2(O[C@H](CCO)C[C@H](O)[C@H]2O)O1	1.0	2.5	-3.3	5.4	-1.0
6	COc1ccccc1-c1nnc(SCC(=O)O)n1C	-3.4	1.4	-9.7	-3.4	-0.4
7	COc1ccccc1N1CCN(Cc2nc(N)nc(Nc3ccc(C)c(Cl)c3)n2)CC1	-1.2	-2.7	-0.7	-4.6	3.8
8	O=C(/C=C/c1ccc(Cl)cc1Cl)N1CCN(c2ccccc2[N+](=O)[O-])CC1	13.1	-1.0	24.4	21.9	7.2
9	Cc1cccc(NC(=S)NC2CC3CCC(C2)N3Cc2ccco2)c1 (centres undefined)	-8.1[fluorescence artefact?]	/	3.2	-6.6	1.7
10	CS(=O)(=O)N(Cc1ccccc1)c1ccc(C(=O)NC2CCCCC2O)cc1 (centres undefined)	-8.6	0.9	-4.7	106.2*	-1.7
11	Cc1ccccc1-n1c(C)nnc1SCC(=O)N1CC(=O)Nc2ccccc21	11.1[fluorescence artefact?]	-2.2	6.2	9.3	-1.6
12	CCOc1ccccc1NC(=O)CSc1nnc(-c2ccccn2)n1Cc1ccco1	4.4	15.4	10.9	11.1	-0.3

no.	Thrombin inh	Runt-SMMHC FRET	hK5 inh	Hck-Nef inh
1	6.6	6.8	-4.2	1.0
2	-1.9	2.5	-1.4	0.5
3	-5.1	0.9	-13.1	8.6
4	-8.4	0.2	3.3	27.4
5	1.8	-2.3	0.7	-27.3
6	-3.7	-2.7	-25.5	-0.6
7	-4.4	-4.3	-24.5	-1.2
8	-3.4	0.5	-3.5	5.9
9	-7.0	-7.9	-5.1	0.2
10	17.6	-3.6	14.2	1.8
11	0.1	0.6	2.9	-4.9
12	-2.3	1.5	-1.0	-0.7

# Rewritten field by field: 2 of the compounds above
7	COc1ccccc1N1CCN(Cc2nc(N)nc(Nc3ccc(C)c(Cl)c3)n2)CC1
  14-3-3 Bad inh = -1.2
  Runt-CBFb FRET = -2.7
  FXIa inh = -0.7
  FXIIa inh = -4.6
  Wee1 degr inh = 3.8
  Thrombin inh = -4.4
  Runt-SMMHC FRET = -4.3
  hK5 inh = -24.5
  Hck-Nef inh = -1.2

9	Cc1cccc(NC(=S)NC2CC3CCC(C2)N3Cc2ccco2)c1 (centres undefined)
  14-3-3 Bad inh = -8.1[fluorescence artefact?]
  Runt-CBFb FRET = /
  FXIa inh = 3.2
  FXIIa inh = -6.6
  Wee1 degr inh = 1.7
  Thrombin inh = -7.0
  Runt-SMMHC FRET = -7.9
  hK5 inh = -5.1
  Hck-Nef inh = 0.2

# Later entries
no.	smiles	14-3-3 Bad inh	Runt-CBFb FRET	FXIa inh	FXIIa inh	Wee1 degr inh
13	CC1SC(=NC(=O)c2ccncc2)NC1=O (centres undefined)	-5.2	0.1	1.7	7.3	-2.0
14	O=C(CC(C(=O)N1CCc2ccccc21)n1ccnc1)NCc1ccccc1 (centres undefined)	11.5	1.5	19.2	9.1	-0.9
15	CC(Oc1ccc(C#N)cc1)C(=O)c1ccc(F)c(F)c1 (centres undefined)	10.7	0.9	-4.5	-5.6	3.3
16	Cc1ccc(C(=O)NCCc2ccc(F)cc2)s1	-2.0	0.0	-4.9	-4.0	8.8
17	O=C1S/C(=C\C=C\c2ccco2)C(=O)N1c1ccccc1	-3.5	4.6	5.0	8.2	-1.9
18	c1nc(N2CCC3(CC2)OCCO3)c2c3c(sc2n1)CCCC3	3.8	-1.5	-7.3	-0.4	-2.0
19	Clc1ccc(/C=C/c2nc(Cl)c(-c3ccc(Cl)cc3)c(Cl)n2)cc1	-3.5	0.0	-0.9	2.3	-0.4
20	CN(C)S(=O)(=O)c1cccc(C(=O)OCC(=O)Nc2sccc2C#N)c1	4.7	-0.2	-8.0	-5.2	-1.8
21	COc1ccc(/C=C2/SC(=S)N(c3ccc(S(=O)(=O)Nc4nccs4)cc3)C2=O)cc1	-7.7	-9.8	4.1	5.8	4.7
22	CC1(C)Cc2ccccc2C2=C(C(=O)N3CCCCCC3)C(=O)C(=O)N21	-13.8	-0.5	0.6	12.9	-3.5
23	O=C(CCn1c(=O)c2sccc2n(CC(=O)OCc2ccccc2)c1=O)NCc1ccco1	15.8	-1.2	16.1	27.2	3.9
24	O=C(O)C1CCN(C(=O)c2scc3c2OCCO3)CC1	4.5	-1.4	1.4	-14.3	3.5

no.	Thrombin inh	Runt-SMMHC FRET	hK5 inh	Hck-Nef inh
13	-6.6	-0.2	5.4	25.2
14	-10.7	-1.1	-20.1	-0.9
15	-8.4	-2.5	-7.5	21.4
16	1.4	-1.8	-16.9	17.3
17	-6.2	-19.3	-10.5	3.2
18	1.1	-0.7	-10.5	1.8
19	-4.2	1.2	-1.6	11.3
20	-12.2	6.4	-22.2	6.0
21	-0.8	-20.9	5.0	59.2*
22	5.3	1.0	-2.4	-3.4
23	1.6	-0.5	-28.6	0.0
24	-5.3	-7.7	1.9	-0.3

# Some entries already given, reduced to Hck-Nef inh, FXIIa inh and Thrombin inh.
cpd | Compound | Hck-Nef inh | FXIIa inh | Thrombin inh
18 | c1nc(N2CCC3(CC2)OCCO3)c2c3c(sc2n1)CCCC3 | 1.8 | -0.4 | 1.1
19 | Clc1ccc(/C=C/c2nc(Cl)c(-c3ccc(Cl)cc3)c(Cl)n2)cc1 | 11.3 | 2.3 | -4.2
20 | CN(C)S(=O)(=O)c1cccc(C(=O)OCC(=O)Nc2sccc2C#N)c1 | 6.0 | -5.2 | -12.2
21 | COc1ccc(/C=C2/SC(=S)N(c3ccc(S(=O)(=O)Nc4nccs4)cc3)C2=O)cc1 | 59.2* | 5.8 | -0.8

# Next part
no.	smiles	14-3-3 Bad inh	Runt-CBFb FRET	FXIa inh	FXIIa inh	Wee1 degr inh
25	Cc1cc(C)n2nc(SCC(=O)Nc3c(C)n(C)n(-c4ccccc4)c3=O)nc2n1	-0.1	-0.2	8.0	16.7	2.2
26	CCOC(=O)Cc1csc(NC(=O)COc2ccc3c(C)cc(=O)oc3c2)n1	5.8	1.8	5.5	6.5	-1.7
27	Cc1nnc(NC(=O)c2ccc3c(c2)OCO3)s1	-3.6	1.1	1.4	8.3	10.6*
28	CCOc1ccc(/C=N/Nc2ccccn2)cc1	-14.4	-2.2	0.5	12.2	7.0
29	Cc1ccnc(NC(=O)CCc2c(C)nc3ncnn3c2C)c1	-4.1	-1.9	1.5	5.8	1.8
30	COc1cc(S(=O)(=O)NC2CCCC2)ccc1Cl	0.3	-1.0	3.3	5.2	2.1
31	CC1(C)CC(=O)C(CC(=O)N2CCC(Cc3ccccc3)CC2)C(=O)C1	-9.9	-0.2	-1.3	/	-1.8
32	Cc1ccc(CN2CCN(Cc3cccc4c3OCO4)CC2CCO)cc1 (centres undefined)	-3.1	0.7	0.4	9.8	4.9
33	C/C(=N\NC(=O)c1nn(C)cc1Br)c1ccncc1	-7.2	4.5	7.2	8.9	7.4
34	Cc1cccc(OCc2nnc(SCC(=O)Nc3sc(C)c(C)c3C#N)n2C)c1	-14.6	-2.6	1.9	7.7	2.9
35	COc1ccc(CN(C(=O)c2oc3ccccc3c2C)C2CCS(=O)(=O)C2)cc1 (centres undefined)	-0.1	-2.8	3.8	5.3	-2.3
36	CCc1cccc(CC)c1NC(=O)Cn1c(-c2ccc(F)cc2)noc1=O	-15.9	-3.5	-0.5	11.2	-0.6

no.	Thrombin inh	Runt-SMMHC FRET	hK5 inh	Hck-Nef inh
25	3.1	0.3	-23.5	0.6
26	-3.2	-11.5	1.3	32.8
27	-1.9	7.6	-5.2	13.6
28	-3.2	-0.6	2.2	26.0
29	2.0	0.1	2.4	0.9
30	2.0	0.9	-3.8	-11.5
31	-3.8	-0.4	1.2	-3.1
32	0.0	3.1	/	16.2
33	2.1	-0.3	-6.9	1.4
34	0.6	-1.7	3.4	-0.9
35	2.1	-2.9	3.4	1.2
36	1.6	2.4	-6.0	-4.0

# Remaining list, next part:
no.	smiles	14-3-3 Bad inh	Runt-CBFb FRET	FXIa inh	FXIIa inh	Wee1 degr inh
37	C/C(=N\NC(=O)c1nonc1N)c1cccs1	4.5[fluorescence artefact?]	1.1	3.2	8.3	5.3
38	COc1cc(C)c(N)cc1C(C)C	21.3	1.1	1.2	10.1	18.7*
39	COC(=O)C1=C(C)NC(=O)/C1=C\c1cc(C)n(-c2ccccc2C)c1C	-22.1[fluorescence artefact?]	5.7	-6.4	16.1	0.5
40	COc1cc(NC(=O)c2ccc(C)cc2)c(OC)cc1NC(=O)CN1CCCCC1	-9.1	-3.3	8.5	16.4	2.1
41	CCCCCCSc1nsc(NC(=O)CCC)n1	-9.7	-1.6	-4.3	2.1	-0.2
42	O=C(NCCCN1CCOCC1)C(=O)N/N=C/c1c2ccccc2cc2ccccc12	-6.9	-5.1	3.8	6.4	-2.2
43	COc1cc(/C=C2\SC(=S)N(Nc3ccccc3)C2=O)cc(OC)c1OC	-5.7	-4.7	2.2	0.8	1.3
44	Fc1ccc(Cn2nnnc2CN2CCc3ccccc3C2)cc1	54.7	-0.9	-6.4	-1.4	-2.3
45	CCOc1ccc(CNC(=O)c2ccc(Sc3ccc(Cl)cc3)c(NC(C)=O)c2)cc1	-8.3	-1.8	4.9	5.2	3.9
46	CCN(CC)C(=O)c1ccc(O)c(OC)c1	0.4	0.2	6.9	4.5	1.0

no.	Thrombin inh	Runt-SMMHC FRET	hK5 inh	Hck-Nef inh
37	-1.3	-2.4	0.4	-1.0
38	-11.7	-1.5	15.1	0.8
39	-10.9	1.4	-14.3	1.9
40	0.8	2.2	-6.9	0.4
41	-4.7	-5.1	-4.7	13.0
42	-2.3	-3.1	0.8	5.2
43	2.0	-8.3	11.3	3.0
44	-8.1	1.1	-15.6	-1.8
45	-11.6	1.0	-11.0	3.1
46	3.2	2.6	-8.6	1.9
